Source: PubChem BioAssay (National Center for Advancing Translational Sciences (NCATS))
D1 antag = human D1 dopamine receptor antagonism | P21728 | HEK293 TREx D1 cells, calcium flux, dopamine EC80; active compounds read low | activity change, negative = inhibition, % at 10 µM | 3.2% of 360,000 active | AID 504652; in the data active means activity change below about -30%; further: on the % scale 0 is the no-effect control and ±100 the full control effect
Target sequence (P21728 whole entry, looked up): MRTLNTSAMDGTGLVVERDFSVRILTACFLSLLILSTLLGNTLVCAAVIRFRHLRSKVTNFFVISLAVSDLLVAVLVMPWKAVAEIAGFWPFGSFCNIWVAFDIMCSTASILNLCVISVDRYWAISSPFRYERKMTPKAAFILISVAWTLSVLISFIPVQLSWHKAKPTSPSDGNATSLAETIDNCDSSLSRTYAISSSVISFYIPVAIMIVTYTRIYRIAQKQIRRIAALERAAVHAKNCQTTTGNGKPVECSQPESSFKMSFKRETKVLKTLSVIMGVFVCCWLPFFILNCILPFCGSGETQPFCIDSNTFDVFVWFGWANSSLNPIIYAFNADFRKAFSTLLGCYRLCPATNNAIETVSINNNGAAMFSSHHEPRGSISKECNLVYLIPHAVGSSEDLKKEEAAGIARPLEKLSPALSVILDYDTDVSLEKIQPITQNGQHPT
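Tetracycline-induced HEK293 T-REx cells with force-coupled D1 receptor were loaded with a no-wash calcium dye. Compound was added after a 10 s baseline and read kinetically for 180 s; EC80 dopamine was then added and calcium flux followed another 180 s.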
D2 PAM = positive allosteric modulators of human D2 dopamine receptor; potentiation, % at 10 µM; HEK293 T-REx D2, calcium flux, EC20 dopamine potentiation; 0.34% of 340,000 active; P14416; AID 485347;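 active means potentiation over 3 SD above the plate norm, cut at about 30% in these data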; further: 0% is about no effect
Target sequence (P14416 whole entry, looked up): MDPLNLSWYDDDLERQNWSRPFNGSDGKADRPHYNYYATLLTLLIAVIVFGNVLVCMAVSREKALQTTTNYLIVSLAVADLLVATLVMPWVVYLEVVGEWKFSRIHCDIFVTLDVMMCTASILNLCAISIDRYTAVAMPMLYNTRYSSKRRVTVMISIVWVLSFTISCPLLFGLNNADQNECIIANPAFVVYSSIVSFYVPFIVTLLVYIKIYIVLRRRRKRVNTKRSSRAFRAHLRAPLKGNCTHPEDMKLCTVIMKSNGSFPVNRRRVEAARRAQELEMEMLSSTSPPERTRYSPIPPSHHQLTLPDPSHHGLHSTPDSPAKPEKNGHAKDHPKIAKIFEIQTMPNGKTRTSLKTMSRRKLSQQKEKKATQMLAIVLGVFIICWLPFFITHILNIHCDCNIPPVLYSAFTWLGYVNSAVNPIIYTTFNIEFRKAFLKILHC
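Potentiation of an EC20 dopamine calcium response measured kinetically over 180 s, after a preceding 180 s compound-only read flagging agonists. Cells: inducible Hek293 Trex D2 line, 4000/well, cultured overnight at 30 C before dye loading.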
D1 ag = agonists of human D1 dopamine receptor; P21728; HEK293 T-REx D1 cells, calcium flux, agonist mode; activation, % at 2 µM; 1% of 360,000 active; AID 504660; in the data active means activation above about 30%; further: 0% is about no effect
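Agonism was scored from calcium flux recorded over 180 s (1 read/s) after pintool compound addition, following a 10-cycle baseline. Cells were inducible force-coupled HEK293 TREx D1, plated overnight at 30 C and loaded with no-wash calcium dye.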
Vif-A3F inh = Vif-A3F binding inhibition; Potency, µM (doses to about 46.1 µM), inactives show top-dose activity, negative = active; HeLa A3F-eYFP + Vif (tagged APOBEC3F with the HIV-1 protein that degrades it), YFP fluorescence increase; 0.2% of 390,000 active; AID 602313; further: potency means the concentration at half of the fitted maximal effect; % of control where 0% means no effect; nearly all actives have a fitted effect of over 65% in size
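Fluorescence increase (Ex 488/Em 500-530) after overnight compound treatment at 37 deg C flags inhibition of Vif-driven A3F-eYFP loss in stable HeLa A3F-eYFP/Vif cells seeded overnight beforehand.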
RXFP1 agonist = activates the human relaxin receptor RXFP1 | Potency, µM (top dose mostly 57.5 µM), inactives show at the top dose activation, usual class: activators | 0.3% of 370,000 active | HEK293T-RXFP1 cAMP TR-FRET, 30 min; response scale: percent of porcine relaxin response, buffer zero; further: potency means the concentration at half of the fitted maximal effect; on the % scale 0 is the no-effect control and ±100 the full control effect; nearly all actives have a fitted effect of over 60% in size; many of its hits are not listed in these tables
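HEK293 cells stably expressing RXFP1, treated 30 min at 37C with compounds plus PDE4 inhibitor Ro 20174; cAMP measured by HTRF TR-FRET. Normalized to buffer and 29 nM porcine relaxin; EC50 by Hill fit.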
LDHA block = inhibitors of human lactate dehydrogenase A; P00338; purified LDHA, NADH/diaphorase-resazurin fluorescence; active compounds read low; activity change, % (values are at about 110 or 230 µM); 0.15% of 480,000 active; AID 1347041; in the data active means activity change below about -30%; inconclusive means mostly about -25% to -30%;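 further: plate controls were DMSO wells for no effect and wells without enzyme for full effect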
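Remaining NADH was detected by diaphorase (0.133 mg/mL) converting 37 µM resazurin to fluorescent resorufin, read at 0 and 20 minutes. The preceding 5-minute room-temperature reaction used 2 nM LDHA, 0.2 mM sodium pyruvate and 0.06 mM NADH at pH 7.4.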
Vif-A3G inh = blocks the Vif interaction with human APOBEC3G | 0.076% of 410,000 active | Potency, µM (titrated, usually from 46.1 µM), for inactives: top-dose activity, negative = active, hits mostly inhibitors | Q9HC16 | HeLa A3G-eYFP + Vif (tagged APOBEC3G with the HIV-1 protein that degrades it), YFP fluorescence, overnight | AID 602310;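 further: potency means the concentration at half of the fitted maximal effect; on the % scale 0 is the no-effect control and ±100 the full control effect; nearly all actives have a fitted effect of over 60% in size; hits raise eYFP signal because A3G escapes Vif-driven loss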
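Read-out is eYFP fluorescence (Ex 488/Em 500-530) from Vif-expressing HeLa A3G-eYFP cells; more signal means A3G escaped Vif-mediated degradation. Cells plated overnight, compound pinned in, incubated overnight at 37 deg C.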
D1 PAM = enhances dopamine response at the human D1 receptor; HEK293 TREx D1 cells, calcium flux, dopamine EC20 potentiation; 0.036% of 360,000 active; potentiation, % at 10 µM; in the data active means potentiation above about 30%; further: 0% is about no effect
GRP78 ERSR act = ER stress response induction in glioma | 0.02% of 420,000 active | Potency, µM, for inactives: top-dose activation, hits mostly activators | U87-MG GRP78 promoter luciferase reporter, 16 h | AID 602332; further: potency means the concentration at half of the fitted maximal effect; series mostly up to about 76 µM; % of control where 0% means no effect; nearly all actives have a fitted effect of over 35% in size
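Stably transfected U87-MG human glioma cells carrying a GRP78-based luminescent sensor were seeded at 1000 cells/well, pin-dosed with compounds and incubated 16 h. Luciferase reagent was then added, and end-point luminescence was read after 10 min at room temperature.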
Active calls of the source: *; ? = inconclusive; nt = no result given. Unless noted, the call rests on the fitted dose curve; in most records, active means well fitted curve in the direction sought with a large enough effect; inconclusive means small, poorly fitted or top-dose-only effect, or another doubt; inactive means no such curve, though single readings can be large; an effect the other way counts as inactive or inconclusive.

Order of values: GRP78 ERSR act, D1 antag, D2 PAM, Vif-A3G inh, D1 PAM, LDHA block, D1 ag, RXFP1 agonist, Vif-A3F inh
> COc1ccccc1-n1c(C)nnc1SCC(=O)NCc1ccccc1
  -4%, 26, 0, 1%, -3, 2, 4, 1.8%, -5%
> O=C1Nc2ccc(Br)cc2/C1=C/C(=O)c1ccc2c(c1)OCO2
  -15%, -9, -2, ?, -9, -13, 2, 3.7%, 1%
> CN(C)S(=O)(=O)c1ccc(/C(O)=C2/C(=O)C(=O)N(Cc3cccnc3)C2c2ccco2)cc1 (stereo not given)
  -1%, 5, -4, 3%, -4, 4, 3, 3.5%, -10%
> CC(C)c1ccc(S(=O)(=O)N2CCN(CC(=O)Nc3ccccc3C(F)(F)F)CC2)cc1
  -3%, -24, -8, -1%, -6, -4, 7, -0.3%, -5%
> CCOC(=O)C1CCN(Cc2ccc(O)c(OC)c2)CC1
  -1%, -11, 21, 1%, 4, 0, 0, 0.3%, -9%
> CCOC(=O)c1ccc(NC(=O)N2CCN(S(C)(=O)=O)CC2)cc1
  0%, -10, 0, -5%, -3, -3, 2, 1.2%, 5%
> Cc1ccccc1CNC(=O)c1ccc(CSCc2ccccc2)cc1
  0%, 2, -3, -5%, 0, -1, 24, -0.2%, -1%
> Cc1csc(NC(=O)c2cc(C)on2)n1
  -8%, 6, 7, -1%, -2, -2, 0, 0.0%, -4%
> O=C(Cc1ccccc1)c1c[nH]c(C(=O)NCCCn2ccnc2)c1
  nt, -11, 2, nt, -2, nt, 3, 4.6%, nt
> Cc1cc(OCC(=O)Nc2ccccc2N2CCOCC2)c(C(C)C)cc1Cl
  -2%, 0, 16, 0%, 1, 1, -2, -0.3%, -3%
> COc1cc([N+](=O)[O-])ccc1-c1ccc(C(=O)Nc2ccc(NC(C)=O)cc2)o1
  -4%, -3, 1, 1%, 1, -1, 0, -2.9%, 7%
> CC(NCCOc1ccccc1F)C(=O)Nc1ccc(S(N)(=O)=O)cc1 (stereo not given)
  -2%, 13, 3, -2%, 8, -7, 5, 4.4%, -4%
> CS(=O)(=O)N(CC(=O)Nc1ccccc1Br)Cc1ccccc1
  -3%, 10, 2, 3%, -4, -11, 0, 2.1%, -4%
> COc1cccc(C(=O)NCCS(=O)(=O)NC2CCCC2)c1
  -4%, 9, -1, 2%, 4, 0, 0, -0.7%, 2%
> COC(=O)c1c(C)oc(C)c1S(=O)(=O)N(C)C1CCCCC1
  -1%, -46*, -8, -2%, -2, -2, 1, 1.1%, -13%
> O=C(NCCN1CCCCC1)Nc1ccc(F)cc1F
  -4%, -30, -11, -3%, 4, -4, -1, 3.9%, 0%
> CCc1cc2cc3c(cc2nc1SCC(=O)Nc1nnc(C)s1)OCCO3
  -2%, -7, -8, -2%, -1, -3, 3, 1.3%, 3%
> CC(=O)N1N=C2/C(=C/c3ccccc3)CCCC2C1c1ccccc1 (stereo not given)
  -3%, -11, 6, 0%, 0, -1, 6, -0.4%, -12%
> Cc1c(C(=O)O)nnn1-c1ccccc1
  -6%, -14, 7, 1%, -5, -8, 1, 0.2%, 5%
> COc1ccc(C(CC(=O)O)NC(=O)c2ccco2)cc1OC (stereo not given)
  -2%, -5, -3, -1%, -2, 3, 2, 2.2%, 1%
> CC1(C)Cc2noc(N)c2C(C)(C)N1OC(=O)c1ccco1
  5%, 7, 3, 2%, -1, -1, 0, -0.3%, 4%
> COc1ccc(S(=O)(=O)N2CCCC2C(=O)Nn2cnnc2)cc1 (stereo not given)
  -5%, 2, -1, -1%, -7, 5, 3, -0.3%, -6%
> COc1ccc(C2CC(=O)c3sc(NC(C)=O)nc3C2)cc1 (stereo not given)
  0%, -3, 10, 0%, -4, 3, 6, 7.0%, 2%
> Fc1ccc(-c2cc(C(F)(F)F)nc(NCc3cccs3)n2)cc1
  -1%, 9, 21, 1%, -1, 1, 12, 0.7%, ?
> COc1ccc2sc(N(Cc3cccnc3)C(=O)c3cccs3)nc2c1
  7%, nt, -2, -2%, -3, -1, -2, 1.9%, 1%
> Oc1c(C(c2cccc(F)c2)N2CCN(Cc3ccccc3)CC2)sc2ncnn12 (stereo not given)
  -2%, 1, 1, -4%, 5, 1, 0, -0.4%, 2%
> O=C1NC(=O)/C(=C/c2ccc(-c3cc(C(=O)O)ccc3Cl)o2)S1
  -5%, -45*, -8, 0%, 0, -6, 0, 2.5%, -2%
> O=C(Nc1ccc(F)cc1)c1ccc2nsnc2c1
  3%, -21, -3, -1%, -8, -7, 4, 4.0%, 3%
> CC(OC(=O)c1snc(C(=O)NC2CCCCC2)c1N)C(=O)NC(C)(C)C (stereo not given)
  -3%, -7, 9, 7%, -4, -2, 13, 0.4%, -6%
> CC(=O)Nc1ccc(NC(=O)c2cc(=O)c3cc(C)c(C)cc3o2)cc1
  -3%, 4, 4, 3%, 2, -1, 2, 0.9%, 3%
> Cc1ccc(S(=O)(=O)N2CCN(CC(=O)N/N=C/c3ccc(C)o3)CC2)cc1
  -5%, 4, 8, -2%, 0, 2, 2, -0.7%, -6%
> CCN(CC)c1ccc(/C=N/NS(=O)(=O)c2cccc([N+](=O)[O-])c2)cc1
  -4%, -9, 4, -7%, -1, 2, 2, 2.0%, 2%
> COCCCNC(=O)C1CCN(c2nc3ccc(C)cc3[nH]2)CC1
  -1%, -55*, 4, -2%, -2, -3, 2, 0.2%, 0%
> COC/C=C/C1=CC2=CC(=O)C(C)(OC(=O)c3cnc4ccccc4n3)C(=O)C2=CN1CCOC (stereo not given)
  -6%, nt, nt, 0%, nt, 41, nt, nt, 2%
> CC[C@]12c3[nH]c4ccc(OC)cc4c3CCN1C(=O)C(CC(=O)NCCN1CCOCC1)C[C@@H]2C(=O)N1CCN(C(=O)c2ccco2)CC1 (stereo not given in full)
  0%, nt, nt, 3%, nt, -19, nt, nt, -7%
> CCOc1ccc(N(C(C)C(=O)Nc2ccc(OC)cc2)S(C)(=O)=O)cc1 (stereo not given)
  -2%, -17, 2, 1%, 3, 1, 2, -0.6%, -6%
> Nn1c(SCC(=O)NC(=O)NCc2ccco2)nnc1-c1ccc(OC(F)F)cc1
  -5%, 1, 11, -1%, -7, -5, -3, -0.3%, 3%
> O=S(=O)(c1ccc(Cl)cc1)c1nnn2c1nc(N1CCCCC1)c1sccc12
  -1%, -7, 3, -2%, -2, -5, 2, 5.7%, 4%
> CCn1cc(/C=C(\NC(=O)c2ccccc2)C(=O)NCCCn2ccnc2)c2ccccc21
  -3%, nt, nt, 1%, nt, -4, nt, nt, -4%
> Cc1ccc2[nH]c(CSc3nnc(NC(=O)COc4ccccc4Cl)s3)cc(=O)c2c1
  0%, -14, -8, -2%, -2, -4, -2, -3.9%, -8%
> Cc1ccc(NC(=O)c2nnn(-c3cc(C)cc(C)c3)c2N)cc1
  3%, -7, -8, 2%, -9, 0, 7, 1.1%, 6%
> CN(Cc1ccco1)Cc1ccc(O)c2ncccc12
  0%, -7, nt, ?, 3, 0, 4, 3.9%, 3%
> COc1ccc(OCCCN(C)Cc2ccccc2)cc1
  1%, -28, -8, 0%, -4, -4, 3, 1.9%, -3%
> O=C(NC(=S)Nc1nc2c(s1)CCCC2)c1ccccc1
  6%, -4, -18, -6%, -10, -9, 4, -1.9%, 1%
> C[C@H]1CN([C@@H](C)CO)S(=O)(=O)c2ccc(Br)cc2O[C@H]1CN(C)C(=O)NC1CCCCC1
  0%, nt, nt, -9%, nt, -7, nt, nt, 2%
> COCC(C)n1c(C)cc(C(=O)COC(=O)C2=NN(c3ccccc3)C(=O)CC2)c1C (stereo not given)
  nt, 5, -1, nt, -2, nt, -1, 2.6%, nt
> CCOc1ccccc1NC(=O)c1cc2c(=O)[nH]c3ccccc3c2s1
  nt, -16, 0, nt, 0, -2, -1, 3.6%, nt
> COc1ccc2oc(C(=O)C3CC3)c(N)c2c1
  6%, 5, -2, -25%, 2, 2, 1, 0.1%, 5%
> C[C@@H]1CN(Cc2nc(-c3cccs3)no2)C[C@H](C)O1
  -2%, 1, 4, 2%, -1, -1, 3, 0.2%, 2%
> Cc1ccnc(Nc2nc(-c3ccc(O)c(O)c3)cs2)c1
  ?, 5, -5, -2%, 0, -10, 1, 0.8%, -13%
> O=C(Nc1cccc(S(=O)(=O)N2CCCCC2)c1)C1CC1
  -2%, 6, 12, -11%, -1, 0, 1, -2.9%, 1%
> Cc1ccc(C2(c3ccc(C)cc3)CC2C(=O)NCc2cccnc2)cc1 (stereo not given)
  -6%, 19, -4, -3%, 0, -8, 0, 0.5%, -20%
> Cc1nnc(SC(C)C(=O)N(C)C2CCCCC2)n1N (stereo not given)
  -1%, 17, 0, 5%, nt, 1, 3, -2.0%, -6%
> O=C(O)c1cccc2c1C(=O)c1ccc(N3CCCCC3)cc1S2(=O)=O
  -1%, 1, 1, -2%, 4, -12, 10, -2.9%, -5%

An excerpt of these results, tab-delimited:
SMILES	GRP78 ERSR act	D1 antag	D2 PAM	Vif-A3G inh	D1 PAM	LDHA block	D1 ag	RXFP1 agonist	Vif-A3F inh
C[C@H]1CN([C@@H](C)CO)S(=O)(=O)c2ccc(Br)cc2O[C@H]1CN(C)C(=O)NC1CCCCC1	0%	nt	nt	-9%	nt	-7	nt	nt	2%
COCC(C)n1c(C)cc(C(=O)COC(=O)C2=NN(c3ccccc3)C(=O)CC2)c1C (stereo not given)	nt	5	-1	nt	-2	nt	-1	2.6%	nt

Not all compounds are listed; count on the stated rates, not on these rows.
